From PubChem BioAssay
Apoferritin bind – qHTS Assay for Identification of Novel General Anesthetics; Ferritin light chain (Equus caballus), P02791; apoferritin/1-aminoanthracene competitive binding, fluorescence; Potency, µM (top dose mostly 77.5 µM), for inactives: at the highest dose activity change, negative = displacement, actives largely listed as inhibitors; 0.074% of 350,000 active; AID 485281, 2010; also: potency is read from the fitted curve at half-maximal effect; % is scaled to controls: 0 for no effect and ±100 for the full control effect; nearly all actives have a fitted effect of over 20% in size
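Apoferritin-based anesthetic binding model; compound displacement of fluorescent 1-AMA measured as endpoint fluorescence after 10 minutes at room temperature, scaled to free-ligand and complex controls.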
POLI inh – qHTS for Inhibitors of Polymerase Iota; 1% of 390,000 active; DNA polymerase iota (Homo sapiens), Q9UNA4; AID 588590, 2011; Pol iota fluorescent replication assay, 10 min; Potency, µM (highest dose often 115 µM), without a hit: at the highest dose activity, negative = inhibition, most hits filed as inhibitors; also: potency is read from the fitted curve at half-maximal effect
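Fluorescent replication assay read twice, at 0 min and 10 min after adding 50 nM (final) substrate. Enzyme (10 nM) and compounds were first incubated 15 min at room temperature; enzyme-free buffer wells were negative controls.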
Pol kappa inh – qHTS for Inhibitors of Polymerase Kappa. DNA polymerase kappa (Homo sapiens), Q9UBT6. Potency, µM (series often up to 107 µM), for the others: top-dose activity, negative = inhibition, usual class: inhibitors. AID 588579, 2011. 0.53% of 400,000 active. purified Pol kappa, fluorescent DNA synthesis assay, 10 min; also: potency is read from the fitted curve at half-maximal effect; % is scaled to controls: 0 for no effect and ±100 for the full control effect
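Activity was followed as the change in fluorescence between reads at 0 and 10 min after starting the reaction with 50 nM substrate. Beforehand, 10 nM polymerase had been preincubated with compound for 15 min at room temperature.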
TRHR agonist – qHTS for Small Molecule Agonists and Allosteric Enhancers of Human TRH Receptor: Primary Screen for Agonists | Thyrotropin-releasing hormone receptor (Homo sapiens), P34981 | TRHR cells, calcium flux fluo-8, FDSS agonist mode | activation, % at 2 µM | 0.18% of 360,000 active | AID 493084, 2011; in the data active = activation above about 30%; also: 0% is about no effect
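In this calcium-flux screen, cells bearing human TRHR are dye-loaded with fluo-8, baselined for 10 cycles, then exposed to library compounds; positive kinetic calcium responses during the agonist phase mark hits, with TRH as control.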
12-LOX inh – Primary qHTS assay for inhibitors of human arachidonate 12S-lipoxygenase (ALOX12): Round 2; Potency, µM (highest dose often 108 µM), for inactives: top-dose activity change, negative = inhibition, hits mostly inhibitors; Polyunsaturated fatty acid lipoxygenase ALOX12 (Homo sapiens), P18054; AID 1671190, 2021; 1.1% of 580,000 active; purified 12hLO, xylenol orange hydroperoxide absorbance; also: potency is read from the fitted curve at half-maximal effect; % is scaled to controls: 0 for no effect and ±100 for the full control effect
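Purified human 12hLO (150 nM final) in 25 mM Hepes, 0.01% Triton X-100, pH 7.0 was preincubated 15 min at room temperature with compound. Then 40 uM arachidonic acid was added, 30 min. Hydroperoxide was read by Fe-XO absorbance ratio 573/405 nm.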
BLM inh – qHTS Assay for Inhibitors of Bloom's syndrome helicase (BLM); Potency, µM (highest dose often 56.1 µM), without a hit: at the top dose activity change, negative = inhibition, most hits filed as inhibitors; recombinant BLM DNA unwinding, fluorescence dequenching; RecQ-like DNA helicase BLM (Homo sapiens), P54132; 0.2% of 350,000 active;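 also: potency is read from the fitted curve at half-maximal effect; plate controls were vehicle for no effect and no enzyme for full effect; nearly all actives have a fitted effect of over 35% in size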
Target sequence (P54132 whole entry, looked up): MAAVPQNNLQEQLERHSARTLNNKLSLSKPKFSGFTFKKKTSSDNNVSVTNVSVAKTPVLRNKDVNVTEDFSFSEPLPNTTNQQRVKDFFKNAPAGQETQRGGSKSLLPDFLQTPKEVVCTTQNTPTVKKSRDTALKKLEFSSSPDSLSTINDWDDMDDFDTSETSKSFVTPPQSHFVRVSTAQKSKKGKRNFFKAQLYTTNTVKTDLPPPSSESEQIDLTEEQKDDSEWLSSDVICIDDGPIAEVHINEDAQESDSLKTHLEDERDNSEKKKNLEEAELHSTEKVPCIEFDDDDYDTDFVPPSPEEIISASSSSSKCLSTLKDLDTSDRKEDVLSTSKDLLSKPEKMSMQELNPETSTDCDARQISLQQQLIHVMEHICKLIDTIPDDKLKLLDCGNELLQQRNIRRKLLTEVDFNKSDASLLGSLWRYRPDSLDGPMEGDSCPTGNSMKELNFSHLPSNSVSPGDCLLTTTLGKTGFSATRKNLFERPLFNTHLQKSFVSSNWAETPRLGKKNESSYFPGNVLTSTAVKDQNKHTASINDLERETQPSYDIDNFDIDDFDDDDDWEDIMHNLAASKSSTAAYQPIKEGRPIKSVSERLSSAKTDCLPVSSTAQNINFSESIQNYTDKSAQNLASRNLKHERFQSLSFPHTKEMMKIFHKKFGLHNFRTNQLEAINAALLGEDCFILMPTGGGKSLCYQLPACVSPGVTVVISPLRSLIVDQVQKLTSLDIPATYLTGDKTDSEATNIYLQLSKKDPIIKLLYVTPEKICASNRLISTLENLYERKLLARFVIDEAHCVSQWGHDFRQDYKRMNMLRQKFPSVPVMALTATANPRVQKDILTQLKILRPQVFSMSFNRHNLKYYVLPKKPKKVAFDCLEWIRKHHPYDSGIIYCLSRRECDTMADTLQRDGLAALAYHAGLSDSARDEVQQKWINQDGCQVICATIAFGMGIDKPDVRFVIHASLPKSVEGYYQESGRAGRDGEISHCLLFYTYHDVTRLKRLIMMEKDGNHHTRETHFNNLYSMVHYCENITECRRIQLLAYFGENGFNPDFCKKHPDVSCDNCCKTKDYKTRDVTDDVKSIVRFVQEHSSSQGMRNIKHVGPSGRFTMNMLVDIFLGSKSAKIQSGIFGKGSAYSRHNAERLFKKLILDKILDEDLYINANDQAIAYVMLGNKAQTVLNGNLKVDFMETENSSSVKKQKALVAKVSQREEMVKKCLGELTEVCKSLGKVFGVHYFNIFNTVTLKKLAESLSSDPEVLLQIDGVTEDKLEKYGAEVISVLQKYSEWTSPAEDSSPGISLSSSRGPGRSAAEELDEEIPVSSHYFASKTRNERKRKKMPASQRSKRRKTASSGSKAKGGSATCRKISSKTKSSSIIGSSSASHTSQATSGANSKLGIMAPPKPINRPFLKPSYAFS
APEX1 inh – qHTS Assay for Inhibitors of the Human Apurinic/apyrimidinic Endonuclease 1 (APE1). recombinant APE1, TAMRA/BHQ-2 abasic DNA cleavage fluorescence. Potency, µM (doses to about 65.8 µM), for the others: at the top dose activity change, negative = inhibition, actives largely listed as inhibitors. 0.35% of 350,000 active;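 also: potency is read from the fitted curve at half-maximal effect; plate controls were vehicle for no effect and reference inhibitor for full effect; nearly all actives have a fitted effect of over 55% in size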
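Quantitative HTS: incision of a TAMRA/BHQ-2 double-stranded substrate bearing a tetrahydrofuran abasic site by 0.75 nM APE1 raises fluorescence. Substrate 50 nM final, added after 15 min compound preincubation at room temperature; progress as third-minus-first kinetic read difference.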
ERG-DNA inh – qHTS for Small Molecule Inhibitors of the ERG Ets/DNA interaction. Transcriptional regulator ERG (Homo sapiens), P11308. fluorescence polarization, His-ERG Ets domain / labelled DNA. Potency, µM (highest dose often 76.9 µM), without a hit: top-dose FP activity, negative = inhibition, usual class: inhibitors. 0.028% of 370,000 active; active = well fitted inhibition curve with a large enough effect in the polarisation, with a control signal flat; inconclusive = small, poorly fitted or top-dose-only effect, or effect the other way, or a change in a side signal; inactive = no such curve, though single readings can be large or run the other way; the % refers to the polarisation;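 also: polarization taken with two DNA probes labelled with fluorescein and Texas red; potency is read from the fitted curve at half-maximal effect; % of control where 0% means no effect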
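His-tagged ERG Ets domain (1 uM in the protein solution; 300mM KCl, 50mM Tris-HCl, 1mM EDTA, 1mM DTT, pH 7.5) received compound, then a probe mix of 5 nM fluorescein-DNA and 100nM Texas-615-DNA. Fluorescence polarization was read for both dyes.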
POLB inh – qHTS Assay for Inhibitors of DNA Polymerase Beta | P06746 | Pol beta primer extension/strand displacement, fluorescence kinetic | AID 485314, 2010 | 1.3% of 340,000 active | Potency, µM (highest dose often 114 µM), inactives show top-dose activity change, negative = inhibition, usual class: inhibitors; also: potency is read from the fitted curve at half-maximal effect; % is scaled to controls: 0 for no effect and ±100 for the full control effect
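Kinetic readout of DNA synthesis with strand displacement by Pol beta. Compound and 10 nM enzyme sit 15 min at room temperature; 50 nM substrate starts the reaction, read immediately and at 10 min.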
Starred values were filed as active, the others as inactive; u = inconclusive; x = not tested or not shown; [ ] = another dose, or the depositor's remark. Unless noted, calls follow the shape of the dose curve; as a rule, active = well fitted curve in the direction sought with a large enough effect; inconclusive = small, poorly fitted or top-dose-only effect, or another doubt; inactive = no such curve, though single readings can be large; an effect the other way counts as inactive or inconclusive.

POLB inh	TRHR agonist	Pol kappa inh	POLI inh	ERG-DNA inh	APEX1 inh	12-LOX inh	BLM inh	Apoferritin bind	molecule
-3%	-0.7	-12%	8%	2%	-1%	u	-1%	u	COc1ccccc1OCC(=O)OCC(=O)Nc1ncc(Cl)cc1Cl
x	x	-8%	-17%[58.9 µM]	0%	x	-66%	x	x	Cc1ccc(S(=O)(=O)NNC(=O)c2cc([N+](=O)[O-])c(C)c([N+](=O)[O-])c2)cc1
u	-0.7	-11%	29%	-1%	22%	-8%	-7%	-24%	Cc1ccc(/C=N/NC(=O)c2cc(-c3ccc(C)o3)[nH]n2)cc1
-7%	0.6	-4%	-9%	x	6%	0%[57.4 µM]	-2%	-3%	Cc1[nH]nc2c1C1(CCC3(CC1)OCCO3)C(C#N)=C(N)O2
22%	1.9	-17%	42%[activator]	27%	-3%	0%	-4%	-13%	c1coc(CSc2ncnc3c2oc2ccccc23)c1
-1%	-0.5	10%	-8%	0%	2%	0%	-5%	-21%	CCn1c(CN2CCCCCC2=O)nnc1SCc1cnc(-c2ccccc2)s1
x	-0.2	3%	21%	-5%	-9%	-26%	x	x	CC(Sc1nc2ccccc2c(=O)n1CC1CCCO1)C(=O)NC(C)c1ccccc1 (stereo not given)
5%	0.1	-18%	9%	-8%	2%	-4%	1%	2%	COc1ccc(OCC(=O)N/N=C/c2ccc(OC)c(OC)c2C(=O)O)cc1
4%	1.3	-1%	22%	0%	9%	0%	2%	6%	CCCCOC(=O)CNc1nnc(SCC(=O)OCC)[nH]c1=O
-27%	0.0	-16%	4%	6%	-1%	-22%	-5%	-21%	Cc1ccccc1N=C1NN=C(c2ccccc2F)CS1
26%	0.8	-2%	-5%	-2%	10%	358%[activator]	-3%	-8%	C1CCN(c2c3c(nc4nnnn24)CCCC3)CC1
x	x	-7%	125%[activator]	4%	31%	-3%	x	x	CCN1CCN(S(=O)(=O)c2ccc(Cl)c(C(=O)NCc3nc4ccccc4[nH]3)c2)CC1
7%	0.0	-5%	18%	10%	15%	-15%	1%	5%	O=C(NS(=O)(=O)Nc1ccc(Cl)cc1)c1c[nH]c2ccccc12
4%	1.0	u	u	-5%	4%	331%[activator]	-3%	121%[activator]	O=C(c1cc2c(ccc3ccccc32)oc1=O)N1CCN(CCO)CC1
26%	0.3	-17%	-3%	-7%	25%	u	-5%	-19%	O=C(Cc1ccc(F)cc1)Nc1nccs1
x	x	-5%	24%	-4%	x	-21%	x	x	CC(C)NC1(C(N)=O)CCNCC1
26%	-0.5	-9%	u	0%	-12%	133%[activator]	0%	113%[activator]	CCN1c2ccccc2-c2nc3ccccc3n2C1c1ccccn1 (stereo not given)
u	1.8	0%	32%	2%	0%	0%	-3%	3%	COc1ccc(C(=O)NNC(=O)C(=O)Nc2cccc3ccccc23)cc1
u	-2.1	-24%	-19%	-16%	62%[activator]	-5%	-4%	416%[activator]	Cc1cc(=O)oc2c(CN3CCCC3)c(O)c(Cl)cc12
28%	-0.3	-9%	-15%	4%	-11%	-14%	-3%	-16%	CCCCNC(=O)c1ccc(CNS(=O)(=O)c2ccc(Br)cc2)cc1
x	0.3	-1%	35%[activator]	13%	-4%	11%	x	x	Nc1cc(N)nc(SCC(=O)NC2CCCCCCC2)n1
16%	1.2	-1%	104%[activator]	3%	-4%	-17%	-4%	-3%	CCN(CC)S(=O)(=O)c1ccc(N=NC2=C(O)CC(C)(C)CC2=O)cc1
-1%	-1.7	11%	35%[activator]	9%	31%	-2%	-12%	-17%	Cc1cccc(NC(=O)c2c([N+](=O)[O-])cnn2C)c1
31%	-0.4	-21%	43%[activator]	2%	24%	7%	-14%	12%	CC(=O)c1c(COC(=O)c2ccc(C)cc2)nc2ccccc2[n+]1[O-]
-8%	0.2	7%	83%[activator]	-2%	-1%	9%	-12%	-2%	CCOC(=O)c1sc(=NC(=O)c2cccc(C)c2)n(C)c1C
19%	0.1	-4%	84%[activator]	-8%	-5%	-5%	-1%	-24%	CC(CNS(=O)(=O)c1ccc2c(c1)NC(=O)CCS2)c1ccccc1 (stereo not given)
-1%	0.5	-2%	u	-7%	-20%	u	-8%	-17%	Fc1ccc(-[n+]2nc(Nc3ccccc3)sc2-c2cccc(Cl)c2Cl)cc1
-13%	-0.3	-9%	21%	x	8%	22%	0%	5%	COCCSc1ccccc1C(=O)N1CCN(Cc2ccc3c(c2)OCO3)CC1
12%	-0.6	-1%	2%	13%	20%	-5%	-5%	-22%	Cc1ccccc1C(=O)NC1CCN(C(=O)N(c2ccccc2)c2ccccc2)CC1
x	x	8%	22%	10%	x	87%[activator]	x	x	CCN(CC)S(=O)(=O)c1ccc(N2CCOCC2)c(NC(=O)c2nn(C)c(=O)c3ccccc23)c1

Random excerpt: three records from the list.
POLB inh	TRHR agonist	Pol kappa inh	POLI inh	ERG-DNA inh	APEX1 inh	12-LOX inh	BLM inh	Apoferritin bind	molecule
12%	-0.6	-1%	2%	13%	20%	-5%	-5%	-22%	Cc1ccccc1C(=O)NC1CCN(C(=O)N(c2ccccc2)c2ccccc2)CC1
-1%	-0.5	10%	-8%	0%	2%	0%	-5%	-21%	CCn1c(CN2CCCCCC2=O)nnc1SCc1cnc(-c2ccccc2)s1
x	x	8%	22%	10%	x	87%[activator]	x	x	CCN(CC)S(=O)(=O)c1ccc(N2CCOCC2)c(NC(=O)c2nn(C)c(=O)c3ccccc23)c1

More results
POLB inh	TRHR agonist	Pol kappa inh	POLI inh	ERG-DNA inh	APEX1 inh	12-LOX inh	BLM inh	Apoferritin bind	molecule
-6%	-0.8	-4%	25%	4%	-9%	11%	-9%	u	C=CCN(CC=C)c1ccc(N2C(=O)C3CCCCC3C2=O)cc1[N+](=O)[O-] (stereo not given)
-15%	-1.7	-9%	-1%	x	1%	-13%	0%	-2%	O=c1c2ccccc2nc(-c2cccc(Cl)c2)n1O
1%	0.3	4%	16%	-2%	-3%	-5%	1%	-17%	CCOC(=O)C1CCN(C(=O)/C=C/c2ccc(OC)cc2)CC1
20%	0.6	4%	32%[activator]	1%	x	u	-1%	-1%	Cc1cc(NC(=O)N2CCC(CN3CCCCCC3)CC2)ccc1Br
4%	-0.6	-11%	189%[activator]	-1%	-41%	59%[activator]	-7%	u	CCC(=O)Nc1ccc(NCc2ccc(-c3ccccc3)cc2)cc1
46%[activator]	0.3	-1%	7%	3%	x	-11%	-9%	-3%	Cc1ccc(CN2CCSc3ccc(C(=O)N4CCN(c5ccc(Cl)cc5)CC4)cc32)cc1
-3%	0.4	2%	32%	10%	x	-17%	-8%	-13%	Cc1ccc(C(=O)Nc2ccc3[nH]c(=O)c(=O)[nH]c3c2)cc1
7%	0.2	-19%	-12%	-4%	-6%	-3%	1%	-1%	CC(=O)c1ccc(NC(=O)c2ccccc2-c2ccccc2C(=O)O)cc1
0%	-0.2	-1%[60.1 µM]	10%	4%	7%	u	-1%	-5%	CCn1cnc2c1c(=O)n(CC(=O)OC)c(=O)n2Cc1ccccc1
43%	-0.1	-6%[60.1 µM]	u	x	-2%	-18%	-3%	u	COc1ccc(/C=C2/C(=O)N(CC3CCCO3)C(=S)N2C)c(OC)c1 (stereo not given)
-4%	-0.9	-9%	6%	-7%	11%	14%	-3%	55%[activator]	CCOC(=O)CSc1nc(N)c(C#N)c(-c2cccs2)c1C#N
x	-0.1	-4%	-3%	16%	10%	-17%	x	x	O=C(NCCS(=O)(=O)NCc1ccccc1Cl)c1ccc2c(c1)OCO2
-23%	-0.5	-19%	31%[activator]	1%	x	-9%	0%	-5%	CCOC(=O)C1CCN(C(=O)c2c(C)nn(-c3ccc(F)cc3)c2-n2cccc2)CC1
0%	-0.4	-3%	9%	2%	x	u	-6%	0%	COc1cccc(-n2c(=O)c3c(C)c(C)sc3n(Cc3ccccc3C#N)c2=O)c1
x	x	-25%	19%	-10%	x	-22%	x	x	CCOc1ccc2oc(C(=O)OCC(=O)N(CC(C)C)c3c(N)n(Cc4ccccc4)c(=O)[nH]c3=O)c(C)c2c1
3%	-0.8	-2%	171%[activator]	7%	14%	127%[activator]	0%	2%	COc1ccc(S(=O)(=O)N2CCN(C(=O)CC(C)C)CC2)cc1
3%	-0.4	-6%	-5%	-2%	-9%	373%[activator]	-3%	-1%	CCOC(=O)C(Cc1cc(C(C)=O)ccc1OCC)C(=O)OCC
x	x	0%	u	7%	37%	u	x	x	CCC(CO)Oc1cc(NCc2cccc(C(F)(F)F)c2)c2ncn(C(C)C)c2c1 (stereo not given)
x	-0.4	0%	17%	-4%	-9%	-16%	x	x	COC(=O)c1cc(C(=O)OCC(=O)NC(=O)NCc2ccccc2)cc([N+](=O)[O-])c1

A portion of the library; the hit share may differ from the screen's.
